# BH1578 lux ind: inducers of Vibrio cholerae quorum light production without autoinducers, primary screen, BH1578 luxS cqsA deficient, single point | activation, % at 18.7 µM | 350,000 tested, 0.16% active | V. cholerae BH1578 lux reporter, luminescence, 6 h; in the data active = activation mostly above about 9.7%, no sharp cut-off; note: not every result past the cut was called active; inactives centre near 0; reference of the scale not given here
# SSB-PriA inh: inhibitors of Klebsiella pneumoniae PriA binding to SSB C-terminal tail, primary screen, biochemical, AlphaScreen | inhibition, % at 33 µM | AlphaScreen SSBct-PriA binding, biotinylated peptide | AID 1272365, 2023 | 430,000 tested, 0.6% active; in the data active = inhibition mostly above about 37%, no sharp cut-off; inactive = mostly below about 20%;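 note: plate controls were negative control peptide for no effect and reference peptide for full effect; strong numbers were not always called active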
# Y pestis TopoI: Yersinia pestis topoisomerase I inhibitors, primary screen, biochemical, cleavage product accumulation, plate reader, single point. DNA topoisomerase I (Yersinia pestis CO92). Y. pestis Topo-I cleavage product accumulation. activity, % at 10 µM. 360,000 tested, 0.064% active. AID 504884, 2011; in the data active = activity above about 50%, passing the limit was not always enough; note: inactives centre near 2
# DUSP3 inh: VHR1 phosphatase inhibitors, primary screen, biochemical, absorbance, uHTS; Dual specificity protein phosphatase 3 (Homo sapiens), P51452; recombinant VHR phosphatase, pNPP absorbance; inhibition, % at 13.3 µM; 290,000 tested, 0.52% active; AID 1654, 2009; in the data active = inhibition above about 50%; note: some compounds called inactive have numbers as strong as hits
# SARS 3CLpro inh: SARS-CoV 3CLpro protease inhibitors, primary screen, biochemical, quenched FRET; Replicase polyprotein 1ab (Severe acute respiratory syndrome coronavirus), P0C6X7; recombinant SARS-CoV 3CLpro, quenched FRET peptide cleavage; 290,000 tested, 0.14% active; inhibition, % at 6 µM; in the data active = inhibition above about 12%
# MazEF act: activators of E. coli MazEF toxin-antitoxin RNase, primary screen, biochemical, fluorescence, uHTS; Endoribonuclease toxin MazF (Escherichia coli (strain K12)), P0AE70; FAM/BHQ RNA-DNA oligo cleavage fluorescence, 5 h; activation, % at 20 µM; 350,000 tested, 0.32% active; in the data active = activation above about 50%
# Rv3671c protease: Rv3671c serine protease inhibitors, primary screen, biochemical, fluorescence polarization, M. tuberculosis H37Rv | P9WHR9 | inhibition, % at 5.96 µM | 320,000 tested, 0.048% active | AID 2606, 2010; in the data active = inhibition above about 38%;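 note: extracellular domain of Rv3671c used as enzyme; 0% = enzyme with DMSO and 100% = no enzyme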
# PrPC surface inh: inhibitors of human cell surface prion protein PrPC, primary screen, cell-based, TR-FRET | Major prion protein (Homo sapiens), P04156 | TR-FRET read-out | inhibition, % at 13.8 µM | 370,000 tested, 0.43% active; in the data active = inhibition above about 24%; note: 0% = median of the test wells and 100% = reference compound wells
# TcdB inh: TcdB glycohydrolase inhibitors, primary screen, biochemical, single point, plate reader; TcdB glycohydrolase enzymatic assay; 350,000 tested, 0.24% active; inhibition, % at 9.99 µM; Toxin B (Clostridioides difficile), P18177; in the data active = inhibition above about 10%
# CCHF vOTU inh: CCHFV vOTU protease inhibitors, primary screen, biochemical, Pep-AMC substrate, fluorescence | 370,000 tested, 0.55% active | AID 651958, 2012 | Crimean-Congo hemorrhagic fever virus L polyprotein viral ovarian tumor (vOTU) protease … | inhibition, % at 11.5 µM; in the data active = inhibition above about 30%; note: 0% = vehicle wells with enzyme and 100% = no enzyme wells
# The depositor's hits bear a star; i = inactive; . = no result given; & = joins results of further samples. This is a subset; the hit share may differ from the screen's.
# The first 5 compounds as a preview:
nr	molecule	BH1578 lux ind	SSB-PriA inh	Y pestis TopoI	DUSP3 inh	SARS 3CLpro inh
1	Cc1cc(C)nc(/N=C(\N)Nc2ccc(SC(F)F)cc2)n1	3.7	.	16	11	3
2	OCCN(CCO)CC(O)CN1c2ccccc2Sc2ccccc21 (stereo not given)	0.8	14	-11	7	2
3	CCN(C(=O)CSc1n[nH]c(N)n1)C1CCCCC1	i	9	-6	.	.
4	CC(C)(C)C(=O)CSc1ncccn1	4.5	-7	8	10	3
5	COC(=O)C(CC(C)C)Oc1ccc2c(C)cc(=O)oc2c1 (stereo not given)	-0.6	-12	-1	-6	-3

nr	MazEF act	Rv3671c protease	PrPC surface inh	TcdB inh	CCHF vOTU inh
1	5	-1	11	1.3	3
2	-19	-4	.	.	.
3	-19	-1	8	-0.9	-1
4	0	1	7	0.5	0
5	3	-1	6	.	2

# The listing, from the start:
nr	molecule	BH1578 lux ind	SSB-PriA inh	Y pestis TopoI	DUSP3 inh	SARS 3CLpro inh
1	Cc1cc(C)nc(/N=C(\N)Nc2ccc(SC(F)F)cc2)n1	3.7	.	16	11	3
2	OCCN(CCO)CC(O)CN1c2ccccc2Sc2ccccc21 (stereo not given)	0.8	14	-11	7	2
3	CCN(C(=O)CSc1n[nH]c(N)n1)C1CCCCC1	i	9	-6	.	.
4	CC(C)(C)C(=O)CSc1ncccn1	4.5	-7	8	10	3
5	COC(=O)C(CC(C)C)Oc1ccc2c(C)cc(=O)oc2c1 (stereo not given)	-0.6	-12	-1	-6	-3
6	CCc1nc2c(OCC(=O)C(C)(C)C)cccn2c1N(C)C(=O)CC(C)C	-0.3	.	4	.	.
7	COc1ccccc1NC1=NC(c2ccc(Cl)cc2)N=C(N)N1 (stereo not given)	-0.6	-9	7	-13	-1
8	CC(C)[C@H]1C(=O)O[C@H](C(C)C)C(=O)N(C)[C@@H](C(C)C)C(=O)O[C@H](C(C)C)C(=O)N(C)[C@@H](C(C)C)C(=O)O[C@H](C(C)C)C(=O)N1C	-0.4	14	20	30	1
9	Cc1ccc(NC(=O)c2ccc(NS(=O)(=O)c3ccc4[nH]c(=O)[nH]c4c3)cc2)nc1	0.6	17	3	.	.
10	CC(OC(=O)CC1CC2CCC1C2)C(=O)Nc1ccc(N2CCOCC2)cc1 (stereo not given)	-0.6	-4	19	7	5

nr	MazEF act	Rv3671c protease	PrPC surface inh	TcdB inh	CCHF vOTU inh
1	5	-1	11	1.3	3
2	-19	-4	.	.	.
3	-19	-1	8	-0.9	-1
4	0	1	7	0.5	0
5	3	-1	6	.	2
6	.	.	6	0.9	2
7	16	1	-2	.	2
8	6	-9	.	.	.
9	0	-8	5	-0.9	10
10	-8	-2	4	0.7	5

# Quoted from the listing.
# SSB-PriA inh, Cc1ccc(NC(=O)c2ccc(NS(=O)(=O)c3ccc4[nH]c(=O)[nH]c4c3)cc2)nc1 : 17
# SSB-PriA inh, OCCN(CCO)CC(O)CN1c2ccccc2Sc2ccccc21 (stereo not given) : 14

# Next part.
nr	molecule	BH1578 lux ind	SSB-PriA inh	Y pestis TopoI	DUSP3 inh	SARS 3CLpro inh
11	COC(=O)c1ccccc1C(=O)c1ccc2c(c1)NC(=O)CO2	-2.1	-13	4	20	4
12	Cc1cc(C(=O)NNC(=O)CN2C(=O)NC3(CCCCC3)C2=O)c(C)o1	i	-5	2	.	.
13	Cc1cc(N2CCN(C)CC2)nc2ccc(NC(=S)NCc3cccs3)cc12	i	17	-2	20	5
14	CC(C)(C)c1cc(/C=N/NC(=O)Cc2nc3ccccc3[nH]2)cc(C(C)(C)C)c1O	i	.	2	-10	3
15	COc1ccc(-c2[nH]ncc2CN2CCN(c3ccc(F)cc3)CC2)cc1	i	16	-9	40	2
16	COc1ccc(NC(=O)C2CCCN(C(=O)Nc3ccc(F)cc3)C2)cc1 (stereo not given)	-0.6	-8	1	26	4
17	COc1cccc(-c2sc3ccc(OC)cc3c2C#CCCO)c1	-0.4	-32	-8	.	.
18	Cn1cnc2cc(NC(=O)COc3ccccc3)ccc21	-0.1	-10	8	-14	7
19	Cc1ccc(-c2nc(-c3ccncc3)no2)c(C)c1	i	-11	3	8	0
20	Cc1cc2c(NCc3ccccc3)ncnc2s1	-0.3	-13	-1	22	-4

nr	MazEF act	Rv3671c protease	PrPC surface inh	TcdB inh	CCHF vOTU inh
11	0	6	-10	7.8	-13
12	2	0	6	-3.6	21
13	12	0	-15	1.7	-6
14	-1	-7	7	.	-10
15	-2	-4	0	1.7	-9
16	9	-1	-5	0.8	8
17	1	-16	-9	-0.7	0
18	12	-8	-3	2.3	5
19	0	-1	-4	-0.3	-4
20	8	-2	20	0.1	3

# Further results.
nr	molecule	BH1578 lux ind	SSB-PriA inh	Y pestis TopoI	DUSP3 inh	SARS 3CLpro inh
21	CC1CN(S(=O)(=O)c2cccc(C(=O)N(C)C3CCN(C)CC3)c2)CC(C)O1 (stereo not given)	-0.8	-9	-10	.	.
22	COc1cccc(C(=O)N2c3cc(C)ccc3OCC2C(C)(C)C)c1 (stereo not given)	i	2	-11	16	8
23	Cc1ccc(S(=O)(=O)N2CCN(C(=O)C(C)Cn3cncn3)CC2)cc1C (stereo not given)	7.1	7	7	31	-2
24	COc1cccc(OCC(=O)O)c1	-0.3	-5	0	20	-2
25	CC(=O)N1N=C(c2cccc(Cl)c2)OC1c1ccc(C(C)C)cc1 (stereo not given)	-0.7	-14	2	29	1
26	CC(=O)c1ccc(N2Cc3ccccc3C2=NC(=O)c2cccs2)cc1	-0.6	-9	-1	19	1
27	Oc1c(Cl)cc(Cl)cc1/C=N/c1nccs1	-2.1	.	-8	-10	1
28	CCCCn1c(N)c(N(CCOC)C(=O)c2ccc(Br)o2)c(=O)[nH]c1=O	0.7	-14	-3	.	.
29	O=C(NCCc1ccc(F)cc1)c1cc2ccccc2oc1=O	i	-1	-2	-3	-1
30	Cc1nn(-c2ccccc2)c2c1C(O)n1c(nc3ccccc31)S2 (stereo not given)	i	-7	-8	24	-5

nr	MazEF act	Rv3671c protease	PrPC surface inh	TcdB inh	CCHF vOTU inh
21	4	-6	-7	0.6	-12
22	4	-2	4	0.9	-3
23	8	5	6	1.1	-15
24	6	7	0	-0.1	-4
25	-7	-1	-2	.	-7
26	-6	-14	1	.	-2
27	10	12	1	.	10
28	6	6	-4	-0.4	-3
29	-3	2	-5	2.0	-1
30	5	-16	-2	.	12

# Continuation:
nr	molecule	BH1578 lux ind	SSB-PriA inh	Y pestis TopoI	DUSP3 inh	SARS 3CLpro inh
31	CC1(C(=O)O)CCC(C(=O)Nc2ccc(OC(F)(F)Cl)cc2)C1(C)C (stereo not given)	1.6	3	1	1	-1
32	COc1cc2c(C(=O)N3CCN(C)CC3)c(C)oc2cc1Br	2.0	-15	1	13	-3
33	Cc1nc(SCC(=O)NCc2ccc(F)cc2)c2c(=O)n(C)c(=O)n(C)c2n1	-0.2	-4	8	-6	1
34	CC(C)(C)NC(=O)NC(=O)CSc1ccc(S(=O)(=O)N2CCOCC2)cn1	-0.3	6	0	.	.
35	Cc1ccc(C(C)C)c(OCC(=O)c2c(O)c3ccccc3oc2=O)c1	i	-22	1	.	4
36	O=C1CCC(C(=O)N(Cc2ccco2)C2(C(=O)NC3CCCC3)CCCCC2)N1 (stereo not given)	-0.5	-12	2	32	5
37	COCCNC(=O)c1ccc(C)c(S(=O)(=O)Nc2ccc(C)cc2)c1	-4.2	1	1	19	0
38	Nc1nc(OCC2CCCCC2)c2[nH]cnc2n1	-0.1	-9	-1	33	-4
39	Cc1cc2ncn(S(=O)(=O)N3CCCCC3)c2cc1C	1.5	-4	4	-18	4
40	O=C(Oc1ccc([N+](=O)[O-])cc1)c1ccc2ccccc2n1	-8.3	-8	6	3	2

nr	MazEF act	Rv3671c protease	PrPC surface inh	TcdB inh	CCHF vOTU inh
31	3	-6	-3	-0.1	-6
32	-2	-14	-2	.	4
33	5	9	-6	0.9	-1
34	5	-6	-7	1.8	12
35	-4	-3	3	.	0
36	4	1	.	.	.
37	1	-5	5	-3.8	-2
38	15	3	13	1.5	-6
39	-1	-5	5	.	12
40	4	-3	-3	1.3	8

# Going on with the list.
nr	molecule	BH1578 lux ind	SSB-PriA inh	Y pestis TopoI	DUSP3 inh	SARS 3CLpro inh
41	Nc1ccccc1C#Cc1ccc([N+](=O)[O-])cc1	-0.6	-19	3	.	.
42	O=C(N/N=C/c1ccoc1)c1ccc(Br)cc1	i	.	4	24	1
43	O=C(NC1CCCc2ccccc21)C1CCN(S(=O)(=O)c2cccc3nsnc23)CC1 (stereo not given)	-2.0	-8	5	-11	1
44	COc1cccc(C2=CC(=O)CC(C)(C)C2)n1	i	-7	3	.	.
45	O=C(CCC(=O)N1CCc2ccccc21)Nc1ccccc1	i	-13	9	22	-2
46	CCOC(=O)C1=C(COC(=O)/C=C/c2ccc([N+](=O)[O-])cc2)NC(=O)NC1C (stereo not given)	i	2	-1	.	.
47	CC(=O)Nc1cc(C(=O)N(C)Cc2ccco2)ccc1Sc1ccc(Cl)cc1	-2.1	1	32	13	-5
48	Cc1cc(C)c(S(C)(=O)=O)c(=O)[nH]1	-0.2	-4	1	-8	1
49	N=c1oc2ccc([N+](=O)[O-])cc2cc1C(=O)NCc1ccccc1	-0.4	-9	-6	5	-1
50	Cc1cccc(OCCCC(=O)Nc2nnc(C3CCCO3)s2)c1C (stereo not given)	i	-10	-8	2	-1

nr	MazEF act	Rv3671c protease	PrPC surface inh	TcdB inh	CCHF vOTU inh
41	1	-1	-2	1.9	-2
42	1	5	8	-1.2	-4
43	4	2	-7	.	12
44	9	-4	-9	-0.8	0
45	10	-5	1	.	-2
46	-2	6	-10	1.3	6
47	-4	2	5	0.6	1
48	4	-9	-3	-0.2	0
49	2	6	-7	2.0	-2
50	5	8	2	0.3	-2

# Next part
nr	molecule	BH1578 lux ind	SSB-PriA inh	Y pestis TopoI	DUSP3 inh	SARS 3CLpro inh
51	Cc1nnc(SCC(=O)NC23CC4CC(CC(C4)C2)C3)s1	-0.3	-8	-11	17	-1
52	O=C(O)CCc1ccc(-c2ccc(Cl)cc2)n1CC(=O)Nc1ccccc1	-0.4	5	0	-6	2
53	COc1cc(NC(=O)c2ccc(Br)o2)ccc1NC(=O)c1ccccc1Cl	i	0	0	14	6
54	COc1cc2c(cc1OC)C(c1cccc(F)c1)CC(=O)N2 (stereo not given)	-0.2	6	-2	51*	-7
55	COCCNC(=O)c1ccc(NS(=O)(=O)c2cc(C)ccc2C)cc1	0.1	4&0	-8	-12	-1
56	CCc1ccc2c(c1)C1(NN=C(c3ccccc3)S1)C(=O)N2 (stereo not given)	0.6	54	-7	4	4
57	Cc1occc1C(=O)OCC(=O)Nc1ccc(F)cc1	-1.7	-10	9	-6	1
58	O=C(N/N=C/c1ccc(F)cc1)c1c(O)c2ccccc2[nH]c1=O	i	.	5	5	2

nr	MazEF act	Rv3671c protease	PrPC surface inh	TcdB inh	CCHF vOTU inh
51	0	5	2	1.2	-2
52	-2	2	3	-1.0	-6
53	-7	-6	-11	.	9
54	2	-3	8	1.8	8
55	2	-4	-1	.	2
56	4	25	-7	.	2
57	1	-10	3	.	3
58	-2	2	3	0.1	-7
